Screens from PubChem.
MEKK2wt PB1 HTS – raises or lowers MEK5 binding to wildtype human MEKK2 PB1 domain; Q9Y2U5; bead flow cytometry, Alexa488-MEK5 binding to MEKK2 WT; actives lie on both sides; binding response (% of control), % at 10 µM; hit rate 1.1% among 290,000; AID 1531; in the data active means binding response below about 67% or above about 130%; inconclusive means no clear call, values can overlap the other calls; inactive means in between
IDE cell activ – IDE (human) activation, cell-based; P14735; activation, % at 5.96 µM; HEK cells, FAbeta-B cleavage, fluorescence polarization; 0% vehicle, 100% cell-free pure enzyme wells; hit rate 0.073% among 340,000; AID 493087;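 active means activation above the mean of all tested compounds plus 3 SD, set per screening campaign, cut at about 17% in these data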
p-CIP stab down – p/CIP protein destabilization | Q05BA5 | F442A p/CIP-EGFP cells, EGFP fluorescence, 16 h | decrease of EGFP signal, % at 10 µM | hit rate 0.01% among 290,000;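 active means EGFP signal decrease of at least 30% at 10 µM or well 3 SD below plate mean, unless failing retest; inactive means the rest, including hits failing retest or dose response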; further: some compounds called inactive have numbers as strong as hits; many of its hits are not listed in these tables
MEKK3 PB1 HTS – MEKK3-MEK5 PB1 interaction, increase or decrease. Q99759. bead-based flow cytometry, Alexa488-MEK5 binding to MEKK3; actives lie on both sides; 0 = blocked by unlabeled MEK5, 100 = vehicle. binding response (% of control), % at 10 µM. hit rate 1.4% among 290,000;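 active means binding response more than 3 SD above or below the average of its plate-row segment, actives on both sides; inconclusive means wells at one plate position flagged as instrument error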;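 further: Alexa488 bead fluorescence after subtracting the streptavidin-only scavenger bead signal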
Target sequence (Q99759 whole entry, looked up): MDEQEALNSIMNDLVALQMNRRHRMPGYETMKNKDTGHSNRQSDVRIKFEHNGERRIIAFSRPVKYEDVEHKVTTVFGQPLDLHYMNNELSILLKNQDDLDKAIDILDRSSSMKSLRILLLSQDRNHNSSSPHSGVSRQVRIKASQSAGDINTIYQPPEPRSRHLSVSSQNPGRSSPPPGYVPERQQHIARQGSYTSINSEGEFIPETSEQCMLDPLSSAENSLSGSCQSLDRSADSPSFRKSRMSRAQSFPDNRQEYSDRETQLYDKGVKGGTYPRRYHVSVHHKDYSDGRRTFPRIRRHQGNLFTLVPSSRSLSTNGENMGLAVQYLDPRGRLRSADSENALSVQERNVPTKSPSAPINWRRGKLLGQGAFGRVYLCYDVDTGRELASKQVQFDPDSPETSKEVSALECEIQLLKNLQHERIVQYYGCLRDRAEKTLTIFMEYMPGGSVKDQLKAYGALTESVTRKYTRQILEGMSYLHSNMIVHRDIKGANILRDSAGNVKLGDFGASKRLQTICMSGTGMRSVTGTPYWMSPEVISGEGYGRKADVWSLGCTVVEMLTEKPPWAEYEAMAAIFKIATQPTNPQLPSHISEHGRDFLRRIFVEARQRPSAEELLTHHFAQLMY
SUMO HTRF inh – inhibitors of human SUMOylation (UBC9) | inhibition, % at 35 µM | hit rate 0.36% among 290,000 | HTRF SUMOylation assay, SAE1/SAE2 + UBC9, in vitro | P63279; in the data active means inhibition above about 50%, passing the limit was not always enough; inconclusive means no clear call, values can overlap the other calls; further: strong numbers were not always called active
Target sequence (P63279 whole entry, looked up): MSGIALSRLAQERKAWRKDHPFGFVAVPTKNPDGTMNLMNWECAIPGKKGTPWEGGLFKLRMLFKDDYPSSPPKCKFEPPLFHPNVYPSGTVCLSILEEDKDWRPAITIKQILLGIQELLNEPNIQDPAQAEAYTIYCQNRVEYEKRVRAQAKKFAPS
MEKK2mut PB1 HTS – signal of MEK5 binding to mutant human MEKK2 PB1 domain. bead flow cytometry, Alexa488-MEK5 binding to MEKK2 mutant. percent response, % at 10 µM. hit rate 0.35% among 290,000. AID 1530; in the data active means percent response above about 24%, passing the limit was not always enough; further: inactives centre near 1; some results filed as inactive read as strong as hits; reference of the scale not given here
IDE cell inh – inhibits human insulin-degrading enzyme in HEK cells; P14735; FAbetaB cleavage, fluorescence polarization; inhibition, % at 5.59 µM; hit rate 0.41% among 320,000;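 active means percent inhibition above the average of all tested compounds plus 3 SD, set per screening campaign, cut at about 16% in these data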;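 further: IDE supplied by intact live HEK cells; FP after avidin binding of uncleaved biotin substrate so inhibition keeps polarization high; 0% = DMSO wells and 100% = 60 µM reference IDE inhibitor Ii1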
M18AAP inhibitor – PfM18AAP enzyme inhibition; hit rate 1.2% among 290,000; inhibition, % at 7.35 µM; recombinant PfM18AAP, H-Glu-NHMec fluorogenic cleavage; AID 1822;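 active means inhibition above the campaign mean inhibition over all tested compounds plus 3 SD, cut at about 28% in these data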;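 further: 0% = plate median of test compound wells and 100% = 2 mM ZnCl2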
NALP1 yeast inh – blocks the NALP1 inflammasome reconstituted in yeast. S. cerevisiae NALP1/ASC/caspase-1 growth, X-gal OD620, 72 h. inhibition, % at 10 µM. hit rate 0.61% among 280,000; in the data active means inhibition mostly above about 24%, no sharp cut-off; inactive means mostly below about 32%; further: some compounds called inactive have numbers as strong as hits
The depositor's hits bear a star; u = inconclusive; x = no result given; & = joins results of further samples. Only part of the results is shown, so the mix of outcomes need not match the whole.

SMILES	MEKK2wt PB1 HTS	IDE cell activ	p-CIP stab down	MEKK3 PB1 HTS	SUMO HTRF inh	MEKK2mut PB1 HTS	IDE cell inh	M18AAP inhibitor	NALP1 yeast inh
Cc1nonc1NC(=O)CSc1nc2ccc(Cl)cc2[nH]1	99	3	-12	99	-4	-3	-5	2	21
Cc1ccnc(NC(=O)Nc2ccc3c(c2)OCO3)c1	96	3	5	102	12	-5	0	4	23
Cn1cc(C=O)c2ccccc21	90	6	-13	90	17	-6	2	3	23
CCNC(=S)Nc1cc(OC)c(NC(=O)c2ccco2)cc1OC	100	-1	-9	98	7	-1	-1	0	-7
CC(c1ccco1)N(C(=O)C12CC3CC(CC(C3)C1)C2)c1ccccn1 (stereo not given)	101	4	-11	101	24	0	-2	-10	30
CC1Sc2ccc(S(=O)(=O)CCC(=O)N(C)Cc3ccco3)cc2NC1=O (stereo not given)	98	-1	-8	99	-1	3	7	3	-4
CCC(C(=O)NC1CCCC1)n1nc(C)n2c(cc3occc32)c1=O (stereo not given)	103	2	-11	102	16	5	-8	0	25
Cc1cc(C)cc(N2C(=O)CC(n3nc(C)cc3C)C2=O)c1 (stereo not given)	107	3	-4	103	-5	6	-3	-15	0
Cn1c(=O)c2c(nc(N3CCCCC3)n2C)n(C)c1=O	99	4	-1	99	13	2	8	-19	x
CC(C)(C)C(=O)Cn1c(=N)n(Cc2ccccc2)c2ccccc21	108	-5	-12	102	2	11	-1	7	20
COc1ccc(CC(=O)n2c(CC#N)nc3ccccc32)cc1OC	105	5	-1	105	33	9	2	2	3
O=C(O)c1cn(Cc2ccccc2)c2ccccc2c1=O	95	-1	6	92	9	-4	1	0	22
COc1cc(C(=O)Nc2ccc3c(c2)CCN3C(C)=O)cc(OC)c1OC	173*	3	-3	101	6	21	3	3	12
Cc1ccccc1CN1CCN(CC2CC2)CC1CCO (stereo not given)	109	2	-3	102	9	4	4	-3	-49
C/C(=N/O)c1ccc2c(c1)OCCOCCOc1cc(/C(C)=N/O)ccc1OCCOCCO2	107	5	6	93	9	2	-5	0	41
CC1CCN(Cc2c(O)ccc3c2O/C(=C\c2ccco2)C3=O)CC1	82	-4	-9	94	43	-6	8	7	13
COc1cc(C(=O)NCc2nnc(SCC(=O)c3ccccc3)o2)cc(OC)c1OC	99	0	2	98	0	1	0	4	-5
COc1ccccc1-c1nnc(SCC(=O)N2CCOCC2)n1-c1ccccc1	110	-4	-13	106	24	5	1	1	-20
O=C(NCC1CCCO1)c1nc2c(nnn2Cc2ccc(F)cc2)c(=O)[nH]1 (stereo not given)	105	-1	0	104	4	3	9	3	10
CCOC(=O)C1(Cc2ccccc2Cl)CCN(C(=O)CCn2ccnc2C)CC1	102	1	-12	103	-4	-2	6	-3	-9
NC(=O)c1ccc(F)cc1	101	8	x	117	x	9	-3	1	x
COc1ccc(OC)c(CNC(=O)C2CCN(S(=O)(=O)N3CCCCC3)CC2)c1	99	-2	-6	95	2	1	2	13	-8
O=C(c1cc(-c2ccncc2)nc2ccccc12)N1CCN(c2ccccc2O)CC1	94	1	6	94	-10	2	2	24	2
COc1ccc(NC(=O)c2ccccc2N(Cc2ccccc2)S(C)(=O)=O)c(OC)c1	104	-1	6	102	6	3	6	7	7
O=C(Nc1ccccc1C(=O)N1CCCCCC1)c1cccc([N+](=O)[O-])c1	101	5	-6	99	8	2	0	-17	-4
Cc1c(NC(=O)c2cc3ccccc3oc2=O)c(=O)n(-c2ccccc2)n1C	95	-1	14	98	5	-2	1	2	5
O=C(COc1ccc(Br)cc1)Nc1ccc([N+](=O)[O-])cn1	96	-3	3	95	6	-3	3	0	4
CCn1cnc2c1c(=O)n(CC(=O)N1CCc3ccccc31)c(=O)n2Cc1ccccc1	66	-16	3	62	17	-8	3	-2	2
O=C(COC(=O)c1n[nH]c(=O)c2ccccc12)c1ccc(Cl)cc1	x	6	4	x	31	x	-3	2	3
Cc1cc(C)c2c(N=CN(C)C)c(C(=O)N3CCN(c4ncccn4)CC3)sc2n1	94	8	0	94	28	-7	2	6	1
Cc1ccc(S(=O)(=O)c2cc3c(=O)n4ccccc4nc3n(CC3CCCO3)c2=N)cc1C (stereo not given)	94	-5	-24	91	40	-2	7	-5	15
COc1ccc(C)cc1N(CC(=O)Nc1cccnc1)S(=O)(=O)c1ccc(C)cc1	98	4	-27	95	14	-8	5	0	10
O=C(CCc1nc2ccccc2s1)c1ccccc1	98	7	0	108	-4	-2	-1	1	25
Cc1cc(C)n2c(SCCO)nnc2n1	91	10	1	87	27	-6	-5	-20	24
COc1ccc(OC)c(CN2CCCC(C(=O)c3ccccc3SC)C2)c1 (stereo not given)	109	1	11	100	2	12	2	-13	16
CSc1nc(-c2ccccc2F)c(C#N)c(=O)n1C	103	-1	2	101	17	3	1	-3	2
Cc1cccc(-c2nnc(-c3ccc(N)cc3)o2)c1	103	2	-11	104	42	0	5	14	23
O=C(Nc1ccc2oc(-c3ccccc3)nc2c1)c1cccs1	101	-3	-13	100	8	4	6	-1	-58
COc1ccc(N=C2NN=C(c3c(C)[nH]c4ccccc34)CS2)cc1	94	-3	-15	95	24	-3	-1	2	14
O=C(C1CCN(S(=O)(=O)c2cccc3nsnc23)CC1)N1CCN(c2ccccc2F)CC1	93	8	8	95	3	-1	1	0	4
CC(=O)OC1c2ccccc2C(=O)N1Cc1ccccc1 (stereo not given)	115	8	-1	111	4	11	7	2	14
CS(=O)(=O)c1ccc(Cl)c(NC(=O)COC(=O)/C=C/c2cnc3ccccc3n2)c1	90	1	-12	87	16	-16	-2	0	7
COc1ccc(NC(=O)C2CCCN(c3ncccn3)C2)cc1 (stereo not given)	101	0	-7	101	0	5	2	-3	-21
Cc1ccc(S(=O)(=O)N2CCOCC2)cc1NC(=O)CSc1nnc(N)s1	107	0	-3	108	-4	2	-1	7	-28
Cc1ccccc1OCC(=O)NC(Cc1c[nH]c2ccccc12)C(=O)O (stereo not given)	82	6	-8	91	9	-11	-8	-8	-6
O=C(O)Cc1c(-c2ccccc2)c2cc(Br)ccc2[nH]c1=O	100	2	-1	104	23	3	5	-17	29
COc1ccc(C2SCC(=O)N2CCCN(C)C)cc1 (stereo not given)	99	5	-2	93	-3	2	4	-3	59
CCOC(=O)N1CCN(c2c(-c3ccc(C)c(C)c3)c(=O)c2=O)CC1	98	-4	-12	97	8	0	-1	-1	-2
COc1ccccc1N(C)S(=O)(=O)c1ccc(Cl)c(C(=O)NNC(=O)c2ccccc2O)c1	107	4	4	102	10	3	1	22	14
COC(=O)C(NC(=O)c1c(C)nn(C)c1Cl)c1ccccc1 (stereo not given)	87	5	-7	89	16	-8	1	-11	11

Part of the list above in order of length of the SMILES, ascending:
SMILES	MEKK2wt PB1 HTS	IDE cell activ	p-CIP stab down	MEKK3 PB1 HTS	SUMO HTRF inh	MEKK2mut PB1 HTS	IDE cell inh	M18AAP inhibitor	NALP1 yeast inh
COc1ccc(NC(=O)C2CCCN(c3ncccn3)C2)cc1 (stereo not given)	101	0	-7	101	0	5	2	-3	-21
O=C(O)Cc1c(-c2ccccc2)c2cc(Br)ccc2[nH]c1=O	100	2	-1	104	23	3	5	-17	29
Cc1ccccc1OCC(=O)NC(Cc1c[nH]c2ccccc12)C(=O)O (stereo not given)	82	6	-8	91	9	-11	-8	-8	-6
Cc1ccc(S(=O)(=O)N2CCOCC2)cc1NC(=O)CSc1nnc(N)s1	107	0	-3	108	-4	2	-1	7	-28
CCOC(=O)N1CCN(c2c(-c3ccc(C)c(C)c3)c(=O)c2=O)CC1	98	-4	-12	97	8	0	-1	-1	-2

Additional entries follow.
SMILES	MEKK2wt PB1 HTS	IDE cell activ	p-CIP stab down	MEKK3 PB1 HTS	SUMO HTRF inh	MEKK2mut PB1 HTS	IDE cell inh	M18AAP inhibitor	NALP1 yeast inh
O=C(COC(=O)CNC(=O)C1CCCCC1)Nc1ccc(Cl)cn1	103	2	x	108	x	-2	0	-3	x
CCc1nnc(NC(=O)c2c(C)nn(-c3ccccc3)c2Cl)s1	u	2	1	u	5	-54	8	6	0
Cc1ccc(C(=O)NC(=S)Nc2ccc3c(c2)OCCO3)c(C)c1	96	-3	-7	101	-6	1	5	-12	17
COc1cccc(-c2nc(CS(=O)(=O)CC(=O)NCCc3ccccc3)c(C)o2)c1	100	5	-14	96	15	0	-1	1	3
COC(=O)C/C=C/[C@@H](C)[C@@H](/C=N/OC[C@H]1O[C@H](c2ccccc2)C=C[C@@H]1Oc1ccc(OC)cc1)OC	96	x	5	102	-21	-5	4	4	16
Cc1ccc(OC(=O)C(F)(F)F)c2c1NCCC2	93	3	-6	100	21	-1	-2	-1	7
COc1ccc(OC)c(C(=O)COC(=O)c2ccc(C)o2)c1	106	4	6	106	13	6	-2	-5	16
O=C(CN1CCOCC1)Nc1ccccc1Sc1ccc(Cl)cc1	103	-6	7	129*	-16	0	7	1	45
CC(C)Oc1cc2oc(=O)c3c(c2cc1Cl)CCC3	110	4	-2	105	4	4	6	-5	-2
O=C(Nc1ccccc1)Nc1cc(OCC(F)(F)F)cc(OCC(F)(F)F)c1	134	-4	-14	102	-12	2	x	4	8
COc1ccc2cc(C(N)=O)/c(=N/NC(=O)c3ccco3)oc2c1	101	-2	0	81	2	-1	-5	12	4
Cn1ncc2c(NCc3ccccc3)ncnc21	108&102	6	-6&1	109&108	24&6	5&6	0	2&7	37&-15
CNS(=O)(=O)c1ccc(C)cc1	105	6	-2	90	15	1	-6	-12	2
O=C(Nc1ccccc1Cl)c1ccc2ccccc2c1	107	0	9	104	2	2	-9	4	-18
O=C(C1CCN(c2nnc(-n3cccc3)s2)CC1)N1CCc2ccccc2C1	113	2	-5	107	-19	9	-3	-1	7
Cn1cc(S(=O)(=O)Nc2ccc(Oc3ccccc3)cc2)c(=O)n(C)c1=O	107	6	-8	102	22	6	0	-7	2
COC(=O)c1c(F)c(F)c(N2CCOCC2)c(F)c1F	100	2	-7	106	8	2	0	-7	8
Cc1cc(SCC(N)=O)nc(SCC(=O)c2ccccc2)n1	100	-1	1	96	10	-1	-2	-10	9
O=C(CN1CCCCC1)N/N=C/c1cccc(Cl)c1	102	-1	86	101	2	6	2	-1	-19
COCCNC(=O)C(OC(=O)c1nsc(Cl)c1Cl)C(C)C (stereo not given)	100	-1	-4	100	-6	-6	8	-4	-13
O=c1[nH]cc(S(=O)(=O)NCc2ccccc2)c(=O)[nH]1	100	3	-4	101	x	0	5	-2	2
COc1ccc(S(=O)(=O)N(C(=O)C(C)C)c2ccc3oc(=O)sc3c2)cc1	88	-31	-15	88	-40	-12	10	7	-6
COc1ccc(C(=O)OCC(=O)c2ccccc2)cc1S(=O)(=O)N1CCOCC1	95	3	-24	94	-3	-3	-7	1	7
COc1ccc(CCNC(=O)CCN2C(=O)c3ccccc3C2=O)cc1OC	82	x	-21	85	0	-11	8	0	3
COc1ccc(C2=NN(c3nc(C)cc(C)n3)C(=O)C2)cc1	103	2	-9	107	-35	-46	-5	9	12
CCc1ccc(-c2cc(C)no2)cc1S(=O)(=O)NCc1ccco1	99	0	-3	94	6	0	0	18	-7
COc1cccc(Sc2nc(-c3ccccc3)ncc2S(C)(=O)=O)c1	104	2	-1	104	-23	6	5	4	8
O=C(c1ccoc1)N1CCC2(CC1)Oc1ccc(F)cc1C(=O)C21CC(c2cccnc2)=NO1 (stereo not given)	104	0	6	105	1	0	0	x	-22
COc1ccc(/C(N)=N/OC(=O)CC2CCCCC2)cc1OC	107	4	-11	107	-12	11	5	2	-3
CCCCCCC(=O)Nc1nnc(CC)s1	108	0	-4	115	-2	4	-3	-1	0
